# MCL1 BIM primary = inhibitors of human MCL1 binding to BIM-BH3 peptide | Q07820 | GST-MCL1 / FITC-Bim-BH3 fluorescence polarization | inhibition, % at 10.9 µM | 320,000 compounds, 0.68% hits | AID 2057;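 active means inhibition above the mean inhibition of all tested compounds plus 3 SD, set per campaign, cut at about 40% in these data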;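 further: 0% = DMSO wells and 100% = unlabeled Bim-BH3 peptide control; higher means more loss of mP so more displacement of Bim peptide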
# PME-1 primary = blocks human protein phosphatase methylesterase 1. Q9Y570. recombinant PME-1, FP-Rh probe fluorescence polarization. inhibition, % at 5.9 µM. 320,000 compounds, 0.53% hits. AID 2130;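 active means inhibition above the campaign mean of all compounds plus 3 SD, cut at about 26% in these data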;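 further: competitive labeling of PME-1 active site by serine hydrolase directed probe; 0% = PME-1 with DMSO and 100% = wells lacking PME-1 enzyme; inhibitors block probe labeling so polarization falls and inhibition rises; many of its hits are not listed in these tables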
# Target sequence (Q9Y570 whole entry, looked up): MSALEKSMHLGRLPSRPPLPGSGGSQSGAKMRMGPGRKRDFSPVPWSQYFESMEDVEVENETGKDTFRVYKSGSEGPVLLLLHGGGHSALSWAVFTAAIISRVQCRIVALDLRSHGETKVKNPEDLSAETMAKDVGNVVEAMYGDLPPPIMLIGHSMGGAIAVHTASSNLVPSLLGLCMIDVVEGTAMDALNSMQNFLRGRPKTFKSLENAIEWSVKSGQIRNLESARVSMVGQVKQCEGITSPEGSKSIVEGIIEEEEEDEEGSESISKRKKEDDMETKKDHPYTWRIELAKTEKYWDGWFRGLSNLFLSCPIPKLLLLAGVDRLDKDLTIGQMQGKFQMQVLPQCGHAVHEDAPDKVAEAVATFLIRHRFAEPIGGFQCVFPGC
# Fam108B counter = blocks mouse Fam108B hydrolase in RBBP9 counter-screen; 300,000 compounds, 0.33% hits; inhibition, % at 9.51 µM; recombinant Fam108B, FP-Rh probe fluorescence polarization;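 active means inhibition above the screen mean inhibition plus 3 SD, computed separately per campaign, cut at about 18% in these data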;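 further: inhibitors lower polarization as less probe binds the enzyme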
# BCLXL inh = Bcl-xL (human) inhibition | GST-Bcl-xL / FITC-Bim BH3 peptide fluorescence polarization | Q07817 | AID 2129 | inhibition, % at 10.9 µM | 320,000 compounds, 0.7% hits;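 active means inhibition above the mean of all tested compounds plus 3 SD, cutoff set per campaign, cut at about 30% in these data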;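 further: 0% = DMSO wells and 100% = unlabeled Bim-BH3 peptide competitor; inhibitors lower millipolarization by displacing the labeled peptide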
# VLA-4 inh = inhibition in a human VLA-4 binding assay. P13612. inhibition, % (about 7 µM as worked out from the volumes in the protocol). 330,000 compounds, 0.2% hits. VLA-4 expressing cells, ligand binding flow cytometry; in the data active means inhibition above about 50%
# MEX-5 binding = C. elegans MEX-5 TCR-2 RNA binding activity; activity score (negative = inhibition of binding), % at 10 µM; MEX-5/FITC-TCR2 RNA binding, fluorescence polarization; active compounds read low; 300,000 compounds, 0.38% hits; Q9XUB2;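 active means inhibition past about -25% in most replicates, and total fluorescence under double the plate's negative control median, limit read from the data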;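 further: 0% = DMSO and -100% = 5 µM competing unlabeled TCR2 RNA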
# Target sequence (Q9XUB2 whole entry, looked up): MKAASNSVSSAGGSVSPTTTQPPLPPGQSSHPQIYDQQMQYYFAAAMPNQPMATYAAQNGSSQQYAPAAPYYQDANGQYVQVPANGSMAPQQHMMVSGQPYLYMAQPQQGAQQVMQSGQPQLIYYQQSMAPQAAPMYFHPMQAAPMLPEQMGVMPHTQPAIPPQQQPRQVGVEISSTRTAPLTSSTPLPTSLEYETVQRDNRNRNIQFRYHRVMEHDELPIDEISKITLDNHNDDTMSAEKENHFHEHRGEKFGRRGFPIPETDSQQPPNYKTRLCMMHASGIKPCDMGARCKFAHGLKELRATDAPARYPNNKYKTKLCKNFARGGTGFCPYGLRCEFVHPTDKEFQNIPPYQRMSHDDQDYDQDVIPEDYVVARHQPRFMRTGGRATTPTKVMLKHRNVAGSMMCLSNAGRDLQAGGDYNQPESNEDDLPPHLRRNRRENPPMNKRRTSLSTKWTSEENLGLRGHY
# GRK2 inh = human GRK2 inhibition via aptamer displacement. P25098. bead flow cytometry, FAM-aptamer displacement from GRK2. inhibition of aptamer binding, % at 10 µM. 330,000 compounds, 0.59% hits;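 active means inhibition of aptamer binding above 40%, roughly 3 SD of noise, on plates passing a quality check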;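 further: median bead fluorescence of bound FAM aptamer so fluorescent compounds give negative values; no value below 0 was filed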
# Efflux pump inh = antifungal efflux pump inhibition, Nile Red retention; AID 485275; 330,000 compounds, 0.44% hits; inhibition, % at 10 µM; S. cerevisiae Candida pump triplex;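 active means plate passing quality check with inhibition over a set limit, or well fluorescence over plate mean plus 4 SD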;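 further: Nile Red retained in pooled yeast measured as flow cytometry median fluorescence; 0% = buffer negative control and 100% = Enniatin B positive control; higher means more Nile Red kept so more efflux inhibition; some compounds called inactive have numbers as strong as hits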
# GLD-1 TGE inh = GLD-1-TGE RNA interaction inhibition (C. elegans); purified GLD-1 + fluorescein TGE RNA, fluorescence polarization; inhibition, % at 5.96 µM; 320,000 compounds, 0.44% hits; AID 2280;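 active means percent inhibition above a per-plate cutoff, the plate mean of test compounds plus 3 SD, cut at about 30% in these data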;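 further: 0% = DMSO wells with GLD-1 and probe and 100% = wells lacking GLD-1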
# * marks the source's active call; other numbers are inactive results; x = not tested or not shown.
SMILES,MCL1 BIM primary,PME-1 primary,Fam108B counter,BCLXL inh,VLA-4 inh,MEX-5 binding,GRK2 inh,Efflux pump inh,GLD-1 TGE inh
Cc1ccc(C(=O)Nc2cnc3sc(C)nn3c2=O)cc1,2,-1,-2,1,-2,-2.7,0,-0.1,0
CCOC(=O)COc1cc(-n2c(=S)[nH]c3cc(OC)c(OC)cc3c2=O)c(Cl)cc1Cl,4,-38,0,3,7,2.0,0,0.2,5
COc1ccccc1CNC(=O)COc1ccc2c(c1)CCC2,3,6,1,3,-1,1.0,6,0.0,6
O=S1(=O)CCOC[C@H](Cc2ccccc2)N1Cc1ccc(F)cc1,-7,-6,-5,0,14,-1.7,0,0.3,2
CC(CCc1ccccc1)NC(=O)COC(=O)C12CC3CC(CC(Br)(C3)C1)C2 (stereo not given),4,-3,-4,5,0,0.5,0,0.0,-4
Cc1ccc(S(=O)(=O)c2nc(NCc3ccc4c(c3)OCO4)sc2Cl)cc1,0,-2,-10,-3,-2,-3.5,0,0.0,1
COc1cccc(/C=C/C(=O)NCC2CCCCC2)c1,-4,0,0,1,-20,-1.0,3,0.0,4
Cc1cc([N+](=O)[O-])ccc1NCc1cccc([N+](=O)[O-])c1,1,10,5,3,18,2.3,2,0.0,0
O=S(=O)(Nc1ccc(S(=O)(=O)N2CCCC2)cc1)c1ccc(F)cc1,-1,0,2,1,-5,-3.7,0,0.3,10
COc1ccc(CCN2C(=O)NC(NS(=O)(=O)c3ccccc3)(C(F)(F)F)C2=O)cc1OC (stereo not given),4,7,-2,2,2,-1.8,3,0.4,8
CCOC(=O)N/N=C\c1ccc(OC/C=C/c2ccccc2)cc1,x,x,x,x,2,-0.5,0,-0.1,x
CC(C)Nc1ccc(C(CC(N)=O)NC(=O)Cc2ccc(Br)cc2)cc1[N+](=O)[O-] (stereo not given),-24,-2,-11,-17,19,1.8,0,0.1,-13
O=C(CCN1C(=O)c2cccc3cccc(c23)C1=O)N1CCN(c2ccccc2F)CC1,0,2,2,4,1,0.6,0,0.1,0
O=C(Cc1cccs1)Nc1nc2ccccc2s1,11,-6,3,10,6,-1.1,1,0.1,-9
CC1CN(C(=O)CNC(=O)Cc2cccc3ccccc23)CC(C)O1 (stereo not given),4,-10,x,-3,10,x,22,0.0,5
COC(=O)C1=C(C)OC(N)=C(C#N)C1c1c(C)nn(-c2ccccc2)c1Cl (stereo not given),3,2,-1,4,-6,0.9,0,0.0,7
Oc1ccc(CN2CCN(c3ccccc3)CC2)c2cccnc12,4,-2,3,7,8,-1.4,4,0.0,5
Clc1ccc(-c2nc(-c3ccncc3)no2)c(Cl)c1,0,-2,-1,0,10,1.0,x,0.0,4
N#Cc1c(-c2cccs2)nc(SCC(=O)c2cccs2)[nH]c1=O,-26,-8,-6,-20,-1,4.8,2,-0.2,-18
CC1C/C(=N\Nc2ccc(S(N)(=O)=O)cc2[N+](=O)[O-])CC(C)(C)C1 (stereo not given),-2,13,1,2,9,-0.4,0,0.0,4
Cc1cc(C)c(C(N)=O)c(NC(=O)Nc2ccccc2Cl)n1,1,-9,0,2,8,-0.7,0,0.2,5
COc1ccc(OC)c(C(=O)c2ccc(C(=O)Nc3ccc4ccccc4c3)cc2)c1,0,5,4,5,25,-2.5,1,-0.3,7
Clc1ccc(-c2nnc3n2-c2ccccc2SC3)cc1,2,-6,-1,6,7,2.3,0,0.0,1
COc1cc2cc(C(=O)Nc3ccc4c(c3)OCCO4)[nH]c2cc1OC,5,8,2,10,20,4.4,2,0.0,2
COc1ccc(F)cc1S(=O)(=O)NCc1cc(=O)n(C)c(=O)n1C,2,-3,2,2,16,-0.2,1,0.0,2
CC(C)[C@H](NC(=O)c1ccc(Cl)cc1Cl)C(=O)NNC(=O)c1ccco1,x,x,x,x,-9,x,2,-0.1,6
Cc1cc(NC(=O)CN2C(=O)NC3(CCCCCC3)C2=O)ccc1Br,-3,0,x,-3,0,x,0,0.3,0
CCCCn1c(N)c(N(CCC(C)C)C(=O)c2cccc(S(=O)(=O)N3CCN(C)CC3)c2)c(=O)[nH]c1=O,2,4,-1,3,5,2.0,2,-0.1,7
Cc1cccc(/C=C2\CCC(=C3SCCCS3)C2=O)c1,3,8,1,1,1,-0.2,5,-0.1,-1
COc1ccc(N(CC(=O)Nc2ccc(OC)cc2OC)S(=O)(=O)c2ccccc2)cc1,6,3,2,3,-3,-1.1,1,0.0,-5
O=C(Nc1ccc(-c2cn3c(n2)SCC3)cc1)c1ccc2ccccc2n1,-5,4,2,-2,5,-2.5,0,0.0,2
Cc1ccc(C(=O)NNC(=O)CSc2nnc(-c3ccncc3)n2C)cc1,-4,-1,-3,4,6,-2.4,0,-0.1,0
CC/C(C)=N/Oc1nc(C)cc(C)n1,5,-2,0,2,21,0.9,0,-0.2,1
CCCCNC(=S)NNC(=O)CCn1nc(C)c(Br)c1C,0,2,-1,1,-6,-3.9,0,0.5,8
O=C1NC(=O)c2c(NC(=O)C3CCCO3)cccc21 (stereo not given),2,-1,1,1,6,0.8,0,0.0,1
Cc1cc(C)c2nc(-c3ccccn3)cc(C(=O)Nc3cc(C)on3)c2c1,7,-2,-8,3,-3,-1.1,0,0.3,0
Oc1cccc(NC(=S)N=Nc2c(O)[nH]c3ccccc23)c1,10,21,9,19,-6,-15,0,0.0,1
CC(=O)Nc1ccc(S(=O)(=O)NCCc2ccccc2)cc1,3,1,0,-1,5,-0.3,2,-0.2,7
O=C(Nc1ccc(Cl)cn1)C1CCCN1S(=O)(=O)c1ccc(Cl)cc1 (stereo not given),-1,3,0,5,-9,-1.8,0,-0.2,5
COc1ccccc1OCC(=O)Nc1ccccn1,12,3,3,7,7,2.0,1,0.0,3

# One compound at a time, as listed above.
# CCCCNC(=S)NNC(=O)CCn1nc(C)c(Br)c1C as listed: MCL1 BIM primary: 0; PME-1 primary: 2; Fam108B counter: -1; BCLXL inh: 1; VLA-4 inh: -6; MEX-5 binding: -3.9; GRK2 inh: 0; Efflux pump inh: 0.5; GLD-1 TGE inh: 8
# Cc1cccc(/C=C2\CCC(=C3SCCCS3)C2=O)c1 as listed: MCL1 BIM primary: 3; PME-1 primary: 8; Fam108B counter: 1; BCLXL inh: 1; VLA-4 inh: 1; MEX-5 binding: -0.2; GRK2 inh: 5; Efflux pump inh: -0.1; GLD-1 TGE inh: -1
# CC(=O)Nc1ccc(S(=O)(=O)NCCc2ccccc2)cc1 as listed: MCL1 BIM primary: 3; PME-1 primary: 1; Fam108B counter: 0; BCLXL inh: -1; VLA-4 inh: 5; MEX-5 binding: -0.3; GRK2 inh: 2; Efflux pump inh: -0.2; GLD-1 TGE inh: 7

# The listing picks up, repeating the 2 entries before the break.
SMILES,MCL1 BIM primary,PME-1 primary,Fam108B counter,BCLXL inh,VLA-4 inh,MEX-5 binding,GRK2 inh,Efflux pump inh,GLD-1 TGE inh
O=C(Nc1ccc(Cl)cn1)C1CCCN1S(=O)(=O)c1ccc(Cl)cc1 (stereo not given),-1,3,0,5,-9,-1.8,0,-0.2,5
COc1ccccc1OCC(=O)Nc1ccccn1,12,3,3,7,7,2.0,1,0.0,3
CCC(C)CCCCCCCCCCC(=O)O (stereo not given),7,4,2,3,19,-5.3,0,0.1,8
Cc1ccc(OCC(O)CNCc2ccccc2)cc1C (stereo not given),3,-1,1,-2,5,-3.1,0,-0.1,-4
CN(C)c1nc(NCc2ccccc2)nc(SCC(=O)Nc2ccccc2)n1,-9,2,-5,1,-7,0.3,0,0.1,4
O=C(COC(=O)c1ccc(Br)o1)Nc1ccc2[nH]c(=O)[nH]c2c1,-6,-2,x,-2,24,x,0,0.1,-2
CCN(CC)S(=O)(=O)c1ccc(O)c(NC(=O)c2ccc(N3CCOCC3)c([N+](=O)[O-])c2)c1,2,4,-3,9,13,1.0,2,0.2,1
CCOC(=O)/C(C#N)=C/c1cc2cc(C)c(C)cc2nc1Cl,-11,-2,1,-4,-6,-3.0,1,-0.1,-9
N/C(=N\OC(=O)Cc1ccccc1[N+](=O)[O-])c1ccccn1,4,2,8,5,-1,0.2,1,0.0,5
CCOC(=O)c1c(NC(=O)C2C3C=CC(CC3)C2C(=O)O)sc(C)c1C (stereo not given),0,2,2,4,15,-1.3,4,0.1,-1
CC(C)CNC(=S)NC1CCCC1,3,0,2,0,13,2.1,1,0.1,-3
Cn1c(CC(=O)Nc2ccccc2)c(Sc2ccccc2)c2ccccc21,-2,5,-4,-5,4,-1.6,0,0.0,4
Cc1ccc(S(=O)(=O)CCC(=O)c2ccc(F)cc2)cc1,6,0,0,1,-7,1.6,2,-0.1,3
CC(C)C[C@H](NC(=O)C1(c2ccccc2)CCN(C(=O)OC(C)(C)C)CC1)C(=O)N1CCC[C@H]1C(=O)O,4,2,1,6,1,2.2,2,-0.2,4
CC1CCN(S(=O)(=O)c2ccc3c(c2)N(CC(=O)NCCCN2CCCCC2)C(=O)CS3)CC1,8,4,1,6,5,-1.5,0,0.2,4
Cc1cc(N2CCN(C(=O)OC(C)(C)C)CC2)n2ncnc2n1,4,2,-2,5,10,1.1,0,0.0,9
CCOc1ccc(C(=O)C2CCN(CC(=O)Nc3nccs3)CC2)cc1,3,3,-3,1,1,0.3,0,0.7,3
COc1ccc(CNC(=O)c2cncc(Br)c2)cc1,2,-5,0,7,25,-1.0,0,0.1,-3
CC(NC(=O)NC1CCCCC1)c1ccc2c(c1)OCO2 (stereo not given),4,3,3,4,41,-0.4,4,-0.1,-5
O=S(O)OC1CS(=O)(=O)CC1c1ccccc1 (stereo not given),3,1,6,0,0,5.1,3,0.0,11
Cc1ccc(S(=O)(=O)NC(=O)Nc2ccc(F)c(F)c2)cc1,1,-1,4,0,9,0.1,5,0.2,5
CCOC(=O)CC1NC(=O)c2ccccc21 (stereo not given),-4,-1,-8,-1,5,2.1,0,0.5,2
CCC(=O)c1ccc(OCC(=O)Nc2ccc(N3CCCCC3)cc2)cc1,1,9,x,-3,2,x,14,0.0,2
CC(=O)N1CN(CCCn2ccnc2)Cc2c1sc1c2CCCC1,5,1,4,8,1,-6.3,0,-0.1,1
O=C(NCc1cccs1)c1cc(C2CC2)on1,4,-5,-2,4,1,0.9,2,0.0,-7
CC(=O)Nc1c(S(=O)(=O)c2ccccc2)c2nc3ccccc3nc2n1Cc1ccccc1,4,1,5,5,13,1.7,0,-0.1,3

# Assay outcomes: PubChem BioAssay, several laboratories

# An excerpt (hit frequency here may not be typical).
